High-throughput results: PubChem BioAssay, National Center for Advancing Translational Sciences (NCATS)
ATXN2 expr inh: reduces ATXN2 reporter expression in HEK-293 cells. AID 1745845. Potency, µM (titrated, usually from 57 µM), without a hit: top-dose activity change, negative = inhibition, most hits filed as inhibitors. HEK-293 ATXN2-luciferase reporter, luminescence, 24 h. 360,000 tested, 0.72% active; further: potency means the concentration at half of the fitted maximal effect; on the % scale 0 is the no-effect control and ±100 the full control effect; nearly all actives have a fitted effect of over 55% in size
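ATXN2-luciferase reporter cells (luciferase flanked by upstream and downstream ATXN2 gene portions) were treated 24 h at 37 °C with compounds at up to 57 uM. SteadyGlo luminescence gave expression; GF-AFC fluorescence gave viability.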
EPAC2 ag: EPAC2 (human) agonism; Q8WZA2; EPAC2 activation, biochemical qHTS; response scale: 100% = 6.5 mM cAMP response; Potency, µM (doses to about 154 µM), for the others: top-dose activation, hits mostly activators; 360,000 tested, 0.079% active; AID 720711; further: potency means the concentration at half of the fitted maximal effect; nearly all actives have a fitted effect of over 50% in size
Target sequence (Q8WZA2 whole entry, looked up): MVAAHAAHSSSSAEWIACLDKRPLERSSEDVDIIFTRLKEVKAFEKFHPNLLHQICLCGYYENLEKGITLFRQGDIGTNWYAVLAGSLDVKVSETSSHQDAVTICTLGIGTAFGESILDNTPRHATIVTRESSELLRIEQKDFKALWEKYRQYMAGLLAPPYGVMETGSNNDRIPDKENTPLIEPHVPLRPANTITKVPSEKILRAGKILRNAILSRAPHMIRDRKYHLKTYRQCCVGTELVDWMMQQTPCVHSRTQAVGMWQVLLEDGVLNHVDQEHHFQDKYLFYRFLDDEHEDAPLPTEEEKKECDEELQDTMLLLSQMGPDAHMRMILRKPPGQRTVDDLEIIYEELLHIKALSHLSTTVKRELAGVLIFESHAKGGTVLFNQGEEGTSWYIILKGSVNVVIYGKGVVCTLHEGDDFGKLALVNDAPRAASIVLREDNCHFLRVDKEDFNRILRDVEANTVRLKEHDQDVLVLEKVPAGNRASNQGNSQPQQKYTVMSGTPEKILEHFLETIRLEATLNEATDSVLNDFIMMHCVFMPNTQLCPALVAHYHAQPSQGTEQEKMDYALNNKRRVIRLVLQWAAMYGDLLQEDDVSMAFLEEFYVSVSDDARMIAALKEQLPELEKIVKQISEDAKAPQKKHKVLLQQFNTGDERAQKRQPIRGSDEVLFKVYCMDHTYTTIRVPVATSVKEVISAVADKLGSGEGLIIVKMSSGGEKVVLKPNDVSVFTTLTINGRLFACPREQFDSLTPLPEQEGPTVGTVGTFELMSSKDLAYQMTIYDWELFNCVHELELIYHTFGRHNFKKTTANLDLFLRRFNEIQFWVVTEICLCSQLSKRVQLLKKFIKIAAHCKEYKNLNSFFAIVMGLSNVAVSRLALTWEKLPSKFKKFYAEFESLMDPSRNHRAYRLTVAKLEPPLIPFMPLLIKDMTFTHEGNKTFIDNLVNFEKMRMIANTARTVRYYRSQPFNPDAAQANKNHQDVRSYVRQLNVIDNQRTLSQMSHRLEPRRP
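Exchange assay: 100 nM EPAC2 with 250 nM Rap1B-BODIPY-GDP and 50 uM GDP. Fluorescence (ex 480/em 540 nm) read every 5 min for 30 min at room temperature. Data normalized to 6.5 mM cAMP as agonist control.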
TGFb SMAD3 inh: blocks TGF-b signaling. HepG2 CAGA-GFP TGF-b/SMAD3 reporter, GFP fluorescence, 18 h; TGF-beta stimulated, 500 pg/mL final. Potency, µM (series often up to 46.1 µM), for the others: at the top dose activity, negative = inhibition, hits mostly inhibitors. 410,000 tested, 1.2% active; further: potency means the concentration at half of the fitted maximal effect; on the % scale 0 is the no-effect control and ±100 the full control effect; nearly all actives have a fitted effect of over 65% in size
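HEPG2 CAGA-GFP cells (1000/well, DMEM with 1% FBS) were pre-incubated 2 h at 37 degrees C, given compound by pin tool, then stimulated with TGF-beta at 500 pg/mL final for 18 h before per-cell GFP fluorescence imaging.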
Nrf2 block: blocks Nrf2 signaling; A549 ARE-Fluc reporter, luciferase luminescence, 18-24 h; Potency, µM (top dose mostly 46 µM), without a hit: top-dose activity change, negative = inhibition, actives largely listed as inhibitors; 360,000 tested, 2.1% active; AID 504444; further: potency means the concentration at half of the fitted maximal effect; on the % scale 0 is the no-effect control and ±100 the full control effect; nearly all actives have a fitted effect of over 60% in size
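A549 ARE_Fluc cells, 5000/well, 5% FBS OPTI-MEM; compounds in dose-response, 18-24 h at 37 °C/5% CO2; CellTiter-Fluor viability read (Ex 405/Em 525), then BugLite luciferase luminescence = Nrf2 activity.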
HepG2 viability: HepG2 cytotoxicity, counter-screen for TGF-b inhibitors; Potency, µM (top dose mostly 46.1 µM), inactives show at the top dose activity change, negative = cytotoxicity, most hits filed as cytotoxic; HepG2 CAGA-GFP viability, ATP luminescence, 18 h; 410,000 tested, 0.76% active; further: potency means the concentration at half of the fitted maximal effect; some results filed as inactive show a strong effect at the top dose
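HepG2 CAGA-GFP cells (1000/well, DMEM with 1% FBS) received compound, then TGF-beta at 500 pg/mL final, and were incubated 18 hours at 37 degrees C. Viability was read by CellTiter-Glo luminescence. Media-only wells were set as complete cell-killing and DMSO as no toxicity.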
Nrf2 activator: Nrf2 pathway activation; AREc32 ARE-luciferase reporter (MCF7-derived line), luminescence, 24 h; Potency, µM (top dose mostly 46.1 µM), for inactives: top-dose activation, most hits filed as activators; 410,000 tested, 0.31% active; further: potency means the concentration at half of the fitted maximal effect; % of control where 0% means no effect; nearly all actives have a fitted effect of over 65% in size
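Each well held 1000 AREc32 cells, which were incubated with compound for 24 hr at 37 deg C after overnight attachment, and ARE reporter activity was quantified by firefly luciferase luminescence.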
IL-2 act: IL-2 activation | IL-2 activation reporter assay, cell-based qHTS; stimulated with anti-CD3/CD4/CD28 beads; in transgenic mouse T cells | activation, % (series mostly up to about 46 µM) | 360,000 tested, 0.065% active; in the data active means activation above about 50%; inconclusive means mostly about 30% to 49%; further: 0% is about no effect
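Unstimulated transgenic mouse T cells preincubated 60 min with compound, then stimulated with anti-CD3/anti-CD4-coated beads plus anti-CD28 for 18 h at 37 degrees C. IL-2 response read as EGFP and DsRed fluorescence by plate cytometry.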
S2 tox: cell viability loss in ATXN counter-screen. S2 cells (HEK-293 line with an ATXN2-luciferase reporter) viability, CellTiter-Fluor protease fluorescence, 24 h. Potency, µM (doses to about 56.7 µM), actives largely listed as cytotoxic. 400,000 tested, 0.49% active. AID 651635; further: potency means the concentration at half of the fitted maximal effect; nearly all actives have a fitted effect of over 40% in size
A549 viability: counter-screen for Nrf2 inhibitors: cytotoxicity in A549 cells. A549 ARE-Fluc cells, CellTiter-Fluor viability, 18-24 h. Potency, µM (series often up to 46 µM), inactives show at the highest dose activity change, negative = cytotoxicity, most hits filed as inhibitors. 390,000 tested, 0.16% active. AID 504648; further: potency means the concentration at half of the fitted maximal effect; on the % scale 0 is the no-effect control and ±100 the full control effect
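Cytotoxicity counterscreen: CellTiter-Fluor fluorescence was measured in A549 ARE_Fluc cells after 18-24 h of compound exposure in a concentration series. The subsequent BugLite luminescent read reports ARE-luciferase activity.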
The depositor's hits bear a star; i = inactive; ? = inconclusive; . = not tested or not shown; & = joins results of further samples; [ ] = another dose, or the depositor's remark. Unless noted, the call rests on the fitted dose curve; in most records, active means well fitted curve in the direction sought with a large enough effect; inconclusive means small, poorly fitted or top-dose-only effect, or another doubt; inactive means no such curve, though single readings can be large; an effect the other way counts as inactive or inconclusive.

SMILES | ATXN2 expr inh | EPAC2 ag | TGFb SMAD3 inh | Nrf2 block | HepG2 viability | Nrf2 activator | IL-2 act | S2 tox | A549 viability
O=C(CN1CCOCC1)N/N=C/c1c(O)ccc2ccccc12 | 11µM* | -1% | -4% | ? | 0% | -0.4% | 1.5 | ? | -18%
COc1ccccc1CNC(=O)COc1cccc(-n2cnnn2)c1 | 2% | 2% | 0% | 15% | -1% | -0.6% | 2.8 | i | -3%
CCOC(=O)c1c(C)[nH]c(C)c1C(=O)CSc1nnc(-c2ccncc2)n1Cc1ccccc1 | -10% | -1% | 1% | 7% | -14% | 0.5% | -0.3 | ? | -3%
Cc1ccc(C)c(N2CCN(S(=O)(=O)c3ccc4c(c3)CCN4C(=O)CCC(=O)O)CC2)c1 | 5% | -4% | 1% | ? | -31% | -0.9% | -0.9 | i | 0%
Cc1nc(SCc2ccc(C(=O)O)cc2)c2c(C)c(C)sc2n1 | 3% | 5% | -15% | -12% | -3% | 0.4% | 2.2 | i | -8%
Cc1nc(CS(=O)(=O)c2ccc(Cl)cc2)cc(N2CCOCC2)n1 | 1% | 1% | -12% | 10% | 2% | -0.2% | 0.2 | ? | -3%
CCCCOc1ccc(C(=O)N(C)CC(=O)Nc2ccc(C)cc2)cc1 | 9% | 5% | -23% | 2% | -29% | -0.1% | -1.6 | i | 2%
CCN1CCN(C(c2cccs2)C(C)NC(=O)c2cccc(OC)c2OC)CC1 (stereo not given) | 0% | 2% | -7% | 12% | -35% | -0.1% | 0.7 | i | ?
O=C(Oc1ccc(-c2ccccc2)cc1)N1CCCCC1 | 74%[activator] | -4% | 14% | . | 10% | -0.1% | -0.3 | i | -20%
Cc1cc(OCCN2CCOCC2)ccc1[N+](=O)[O-] | 5% | 3% | -1% | ? | 1% | 0.3% | -2.9 | i | -10%
N/C(COc1ccc(C(=O)O)cc1)=N\O | 1% | 11% | 12% | . | 0% | -0.6% | -2.8 | i | -1%
COc1ccc(CN2CCN(CCc3ccccc3)C(CCO)C2)cc1Cn1cncn1 (stereo not given) | -16% | 3% | -3% | 5% | -11% | -0.3% | 0.0 | i | 4%
CCN(Cc1nc2ccccc2c(=O)[nH]1)Cc1cc(=O)oc2cc(C)c(C)cc12 | -5% | -2% | ? | ? | 2% | -0.4% | 0.0 | ? | -3%
CSCCC(NC(=O)COc1ccccc1)C(=O)OCCOc1ccc(F)cc1 (stereo not given) | 6% | 7% | 9% | -7% | 0% | -0.5% | -0.8 | i | 0%
Cc1noc(C)c1S(=O)(=O)N(C)CC(=O)NCc1ccccc1 | -9% | 0% | 24% | . | 11% | 0.0% | -1.7 | i | -2%
CCc1ccc(OCC(=O)N(Cc2cccs2)c2ccc(Cl)cc2)cc1 | -31% | . | 16µM* | -18% | -33% | 6.4% | . | ? | 5%
O=C(Nc1c(C(=O)c2ccccc2)oc2ccccc12)c1cc(=O)c2ccccc2o1 | 12% | . | -2% | 15% | -5% | -0.4% | . | i | 1%
Cc1cccc(Cc2c(C)[nH]c(=O)c(C#N)c2C)c1 | -13% | 8% | -1% | -18% | 3% | -0.5% | 0.4 | ? | -2%
CC(C(=O)N1CCc2ccccc21)N(C)CC(=O)Nc1ccc(F)cc1 (stereo not given) | 4% | -3% | -3% | ? | -4% | 1.2% | -4.7 | i | -1%
COc1cc(C)ccc1S(=O)(=O)NC(=O)C1(C)CCN1C(=O)COc1ccc(Cl)cc1 (stereo not given) | 13% | 3% | -3% | . | 0% | 0.8% | -0.1 | i | .
O=C(c1ccc([N+](=O)[O-])cc1)N1CCN(C(=O)c2cccnc2)CC1 | -10% | 3% | ? | 9% | 13% | -0.1% | 5.1 | i | 4%
Cc1cccc(OCCCSc2nc(-c3ccc(C(C)(C)C)cc3)nc3cc(=O)[nH]n23)c1C | . | . | . | 5% | -70% | 4.5% | . | . | 2%
O=C(Cn1ncn2c(cc3sccc32)c1=O)NC1CCCC1 | . | 6% | 1% | 0% | -2% | -0.4% | 1.2 | i | 37%
CCOC(=O)c1c(N)sc(C(O)(C(F)(F)F)C(F)(F)F)c1-c1ccc(Cl)cc1 | -17% | 8% | ? | ? | -98% | 0.0% | -1.6 | i | ?
COCC(C)N1CCC(Oc2ccc(C(=O)N3CCCC3)cc2)CC1 (stereo not given) | 1% | 2% | 7% | -3% | 11% | -0.3% | 3.6 | i | -1%
CCc1ccc(OCC(=O)NC(Cc2c[nH]c3ccccc23)C(=O)O)cc1 (stereo not given) | 3% | . | 12% | 2% | 12% | 0.7% | . | i | -2%
Cc1ccc(NCN2C(=O)c3ccccc3C2=O)cc1Cl | . | -2% | 11% | . | 1% | -0.2% | 2.8 | ? | .
CCOC(=O)c1cc(-c2ccc(OC)cc2)n(CCC(=O)Nc2nc3ccc(OCC)cc3s2)c1C | . | . | 0% | . | -16% | 5.8% | . | . | -7%
CCn1c(C(=O)O)c(CC(=O)Nc2cccc(C(F)(F)F)c2)c2ccccc21 | . | 0% | -21% | 5% | -41% | -1.3% | 0.3 | ? | 2%
COc1ccc(C(=O)Nc2nnc(-c3ccco3)s2)cc1 | 7.9µM* | 6% | 1% | ? | 7% | -0.4% | -0.1 | ? | -4%

Rewritten as comma-separated lines: 10 of the compounds above
SMILES,ATXN2 expr inh,EPAC2 ag,TGFb SMAD3 inh,Nrf2 block,HepG2 viability,Nrf2 activator,IL-2 act,S2 tox,A549 viability
CCc1ccc(OCC(=O)N(Cc2cccs2)c2ccc(Cl)cc2)cc1,-31%,.,16µM*,-18%,-33%,6.4%,.,?,5%
O=C(Nc1c(C(=O)c2ccccc2)oc2ccccc12)c1cc(=O)c2ccccc2o1,12%,.,-2%,15%,-5%,-0.4%,.,i,1%
Cc1cccc(Cc2c(C)[nH]c(=O)c(C#N)c2C)c1,-13%,8%,-1%,-18%,3%,-0.5%,0.4,?,-2%
CC(C(=O)N1CCc2ccccc21)N(C)CC(=O)Nc1ccc(F)cc1 (stereo not given),4%,-3%,-3%,?,-4%,1.2%,-4.7,i,-1%
COc1cc(C)ccc1S(=O)(=O)NC(=O)C1(C)CCN1C(=O)COc1ccc(Cl)cc1 (stereo not given),13%,3%,-3%,.,0%,0.8%,-0.1,i,.
O=C(c1ccc([N+](=O)[O-])cc1)N1CCN(C(=O)c2cccnc2)CC1,-10%,3%,?,9%,13%,-0.1%,5.1,i,4%
Cc1cccc(OCCCSc2nc(-c3ccc(C(C)(C)C)cc3)nc3cc(=O)[nH]n23)c1C,.,.,.,5%,-70%,4.5%,.,.,2%
O=C(Cn1ncn2c(cc3sccc32)c1=O)NC1CCCC1,.,6%,1%,0%,-2%,-0.4%,1.2,i,37%
CCOC(=O)c1c(N)sc(C(O)(C(F)(F)F)C(F)(F)F)c1-c1ccc(Cl)cc1,-17%,8%,?,?,-98%,0.0%,-1.6,i,?
COCC(C)N1CCC(Oc2ccc(C(=O)N3CCCC3)cc2)CC1 (stereo not given),1%,2%,7%,-3%,11%,-0.3%,3.6,i,-1%

The results go on:
SMILES | ATXN2 expr inh | EPAC2 ag | TGFb SMAD3 inh | Nrf2 block | HepG2 viability | Nrf2 activator | IL-2 act | S2 tox | A549 viability
Cc1ccc(NC(=O)C(=O)NCCN2CCN(S(C)(=O)=O)CC2)cc1C | 3% | -4% | 2% | -14% | 0% | -0.5% | -0.1 | i | -1%
Cc1ccc(CNC(=O)CCS(=O)(=O)c2cc3c4c(c2)CCN4C(=O)CC3)cc1 | 9% | . | ? | 10% | 0% | -0.5% | . | i | -6%
COc1cc(/C=c2\s/c(=C\C(=O)C(C)(C)C)[nH]c2=O)cc(OC)c1OC | . | -14% | -18% | -19% | -32% | 5.7% | 1.1 | ? | ?
COCCNC(=O)/C(C#N)=C/c1ccc(OCC(=O)NC2CCCCC2)cc1 | -9% | -2% | 14% | 6% | 8% | 0.2% | 0.2 | i | 0%
CS(=O)(=O)c1ccccc1-c1nnc(NC(=O)c2cccc(N3C(=O)CCC3=O)c2)o1 | -17% | 19% | -20% | 7% | -1% | -0.4% | 0.1 | i | 7%
CCOc1ncccc1C(=O)OCC(=O)c1ccc(Br)s1 | -22% | 15% | 15% | -1% | -8% | 4.8% | 0.1 | i | -2%
Cc1nc2ccccn2c1/C(O)=C1\C(=O)C(=O)N(CCN2CCOCC2)C1c1cccs1 (stereo not given) | -2% | 9% | 8% | -10% | 1% | 0.5% | 0.6 | i | -3%
NC(=O)c1ccc(NC(=O)CN2CCN(S(=O)(=O)c3ccc4ccccc4c3)CC2)cc1 | -13% | 1% | -21% | -21% | -8% | -0.6% | 1.1 | i | -1%
N/C(=N\NC(=O)c1cccs1)c1cc2cc(Cl)ccc2oc1=O | 21% | 5% | -4% | -13% | -2% | 7.0% | -3.0 | i | 3%
Nc1nnc(CCOc2ccc(Cl)cc2)s1 | 3% | 1% | 1% | -26% | -14% | -0.2% | -1.5 | i | -1%
CC(=O)Nc1nc(SCc2cccc3ccccc23)n[nH]1 | 9% | 4% | 17% | -12% | 0% | -0.4% | -1.1 | i | -7%
COc1ccc(-c2cc(C(=O)Nc3c(C)n(C)n(-c4ccccc4)c3=O)no2)cc1 | -1% | -3% | -2%&-24% | 16%&11% | 3%&-22% | 0.1%&-1.0% | -0.5 | i | 6%&-1%
